# Assay outcomes from PubChem.
# PREPL inhibitor: PREPL enzyme inhibitors, primary screen, biochemical, fluorescence polarization; 320,000 compounds, 0.68% hits; inhibition, % at 5.96 µM; recombinant PREPL, fluorescence polarization activity-based probe; Prolyl endopeptidase-like (Homo sapiens), Q4J6C6; AID 2751, 2010; in the data active = inhibition above about 43%;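 note: 0% = enzyme with DMSO and 100% = wells lacking enzyme; many of its hits are not listed in these tables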
# LYPLA1 counter: LYPLA1 inhibitors, primary screen, counter-screen for PME1 inhibitor project, biochemical, fluorescence polarization, FP-Rh probe ABPP; Acyl-protein thioesterase 1 (Homo sapiens), O75608; recombinant LYPLA1; inhibition, % at 5.9 µM; 320,000 compounds, 0.16% hits; AID 2174, 2009;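 active = inhibition above the mean of all tested compounds plus 3 SD, set per campaign, cut at about 14% in these data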;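 note: inhibitors block serine hydrolase probe labeling of LYPLA1 so polarization falls; 0% = enzyme with DMSO and 100% = wells lacking LYPLA1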
# Target sequence (O75608 whole entry, looked up): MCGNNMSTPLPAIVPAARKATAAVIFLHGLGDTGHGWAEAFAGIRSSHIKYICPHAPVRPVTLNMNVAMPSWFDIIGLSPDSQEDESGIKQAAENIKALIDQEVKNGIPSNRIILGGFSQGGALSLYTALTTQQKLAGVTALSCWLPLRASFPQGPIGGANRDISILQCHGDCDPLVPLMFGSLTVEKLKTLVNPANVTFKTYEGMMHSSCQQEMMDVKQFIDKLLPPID
# PAFAH1B3 FP inh: PAFAH1B3 enzyme inhibitors, primary screen, biochemical, fluorescence polarization, human | Platelet-activating factor acetylhydrolase IB subunit alpha1 (Homo sapiens), Q15102 | recombinant PAFAH1B3, FP-rhodamine probe | 340,000 compounds, 0.28% hits | inhibition, % at 3.39 µM | AID 492972, 2010;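 active = inhibition above the screen-wide average of all tested compounds plus 3 SD, cut at about 25% in these data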;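 note: 0% = enzyme with DMSO only and 100% = wells lacking PAFAH1B3 protein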
# PAFAH2 inh: PAFAH2 enzyme inhibitors, primary screen, biochemical, fluorescence polarization, human | Platelet-activating factor acetylhydrolase 2, cytoplasmic (Homo sapiens), Q99487 | recombinant PAFAH2, FP-rhodamine activity probe | inhibition, % at 3.39 µM | 340,000 compounds, 0.99% hits | AID 492956, 2010;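 active = inhibition above the mean over all tested compounds plus 3 SD, cut at about 30% in these data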;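 note: inhibitors block probe labeling of enzyme so polarization drops; 0% = enzyme with DMSO and 100% = wells lacking PAFAH2 protein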
# pPAFAH inh: pPAFAH enzyme inhibitors, primary screen, biochemical, fluorescence polarization, human; recombinant pPAFAH, FP-rhodamine probe fluorescence polarization; inhibition, % at 3.39 µM; 330,000 compounds, 1.5% hits; Platelet-activating factor acetylhydrolase (Homo sapiens), Q13093;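 active = inhibition above the mean inhibition across the screen plus 3 SD, cut at about 25% in these data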;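 note: inhibitors block binding of the rhodamine activity-based probe so polarization drops; 0% = enzyme with DMSO and 100% = wells lacking pPAFAH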
# Target sequence (Q13093 whole entry, looked up): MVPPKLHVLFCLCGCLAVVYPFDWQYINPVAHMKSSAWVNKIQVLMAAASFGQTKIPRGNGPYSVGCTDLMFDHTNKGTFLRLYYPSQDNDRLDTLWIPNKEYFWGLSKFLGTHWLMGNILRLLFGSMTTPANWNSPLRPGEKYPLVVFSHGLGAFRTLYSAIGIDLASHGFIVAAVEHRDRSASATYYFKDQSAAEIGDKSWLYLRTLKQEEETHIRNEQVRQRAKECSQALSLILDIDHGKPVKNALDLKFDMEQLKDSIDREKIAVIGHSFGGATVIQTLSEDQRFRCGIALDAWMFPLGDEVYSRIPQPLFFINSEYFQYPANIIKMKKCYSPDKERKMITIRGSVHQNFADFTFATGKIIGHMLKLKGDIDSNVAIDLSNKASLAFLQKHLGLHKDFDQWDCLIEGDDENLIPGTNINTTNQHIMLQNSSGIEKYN
# PAD4 inh: human PAD4 inhibitors, primary screen, biochemical, fluorescence polarization, 1536-well format; inhibition, % at 6.36 µM; 330,000 compounds, 0.41% hits; AID 485272, 2010; recombinant PAD4, RCA probe fluorescence polarization;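 active = percent inhibition above a cutoff equal to the mean of all tested compounds plus 3 SD, cut at about 15% in these data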;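 note: 0% = PAD4 with RCA probe and DMSO and 100% = probe without PAD4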
# GSTO1 inh: inhibitors of recombinant GSTO1, primary screen, counter-screen for RBBP9 inhibitor project, biochemical, fluorescence polarization. Glutathione S-transferase omega-1 (Homo sapiens), P78417. inhibition, % at 5.96 µM. 300,000 compounds, 1.1% hits. activity-based probe fluorescence polarization. AID 1974, 2009;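 active = inhibition above the campaign mean inhibition plus 3 SD, cut at about 35% in these data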;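 note: 0% = GSTO1-1 with DMSO and 100% = wells lacking GSTO1-1 enzyme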
# PAFAH1B2 FP inh: PAFAH1B2 enzyme inhibitors, primary screen, biochemical, fluorescence polarization, human. Platelet-activating factor acetylhydrolase IB subunit alpha2 (Homo sapiens), P68402. recombinant PAFAH1B2, FP-rhodamine activity probe. inhibition, % at 3.39 µM. 340,000 compounds, 1.2% hits;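 active = inhibition above the mean of all tested compounds plus 3 SD, cut at about 24% in these data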;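 note: 0% = enzyme with DMSO and 100% = wells lacking PAFAH1B2; many of its hits are not listed in these tables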
# LYPLA2 counter: LYPLA2 inhibitors, primary screen, counter-screen for PME1 inhibitor project, biochemical, fluorescence polarization, FP-Rh probe ABPP. recombinant LYPLA2. inhibition, % at 5.9 µM. 320,000 compounds, 0.38% hits. AID 2177, 2009;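 active = inhibition above the screen-wide mean plus 3 SD, limit set per campaign, cut at about 26% in these data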;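 note: 0% = LYPLA2 with DMSO and 100% = wells lacking LYPLA2 enzyme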
# Target sequence (O95372 whole entry, looked up): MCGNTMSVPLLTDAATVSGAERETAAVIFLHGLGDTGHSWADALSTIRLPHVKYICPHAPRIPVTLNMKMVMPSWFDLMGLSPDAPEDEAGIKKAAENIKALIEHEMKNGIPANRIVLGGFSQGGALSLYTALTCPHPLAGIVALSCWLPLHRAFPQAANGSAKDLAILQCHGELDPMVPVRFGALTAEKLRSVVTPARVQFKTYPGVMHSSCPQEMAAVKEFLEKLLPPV
# Numbers without * were called inactive; · = not tested or not shown. Only part of the results is shown; count on the stated rates, not on these rows.
SMILES,PREPL inhibitor,LYPLA1 counter,PAFAH1B3 FP inh,PAFAH2 inh,pPAFAH inh,PAD4 inh,GSTO1 inh,PAFAH1B2 FP inh,LYPLA2 counter
COc1ccccc1CN(C)C(=O)c1cccc(S(=O)(=O)N2CCN(Cc3ccccc3)CC2)c1,32,-1,-5,-1,-2,1,-4,-1,9
CN(C)C(CN=C1NS(=O)(=O)c2ccccc21)c1ccco1 (centres undefined),0,3,8,7,4,-3,3,6,2
C=CC[C@@H](CC(=O)N[C@@H](CO)Cc1ccccc1)C(=O)NCCOC(=O)[C@@H](CC=C)CC(=O)OC(C)(C)C,13,·,6,-3,1,1,·,-1,·
CN(c1ccccc1)S(=O)(=O)c1ccc2[nH]c(=O)[nH]c2c1,-12,3,11,1,-2,-3,3,4,7
CCN(c1cccc(C)c1)S(=O)(=O)c1ccc2c3c(cccc13)C(=O)N2,-7,-5,2,-4,3,-2,-13,2,-5
Cc1ccc(-c2nc3ccccc3o2)cc1NC(=S)NC(=O)c1cc2ccccc2o1,-3,-4,-1,-10,6,2,0,-5,-1
COc1ccc(CC(=O)NCC(=O)N=Nc2c(O)[nH]c3ccccc23)cc1,-4,0,10,5,2,-3,11,5,6
O=C(/C=C/c1cccc(F)c1)NCc1ccc2c(c1)OCO2,-15,0,2,1,2,1,4,-6,-1
Cc1ccc(NC(=O)C2CCC(C(C)(C)C)CC2)cc1S(=O)(=O)N1CCOCC1 (centres undefined),7,·,-6,-9,6,1,·,9,·
CN(c1ccccc1)S(=O)(=O)c1nnc(NC(=O)c2ccco2)s1,-1,-2,2,8,5,3,-21,4,-3
COc1cccc(NC(=O)C2CC(=O)N(Cc3ccco3)C2)c1 (centres undefined),-3,-4,7,-5,-1,-4,·,0,-3
CC1(C)Cc2c(sc3c2c(=N)n(Cc2ccco2)c(=O)n3Cc2ccccc2)CO1,11,3,2,-3,3,-2,-1,2,3
C=CCc1ccc(OCC(O)CN2CCN(c3ccccc3OC)CC2)c(OC)c1 (centres undefined),12,3,14,3,9,-3,4,7,-2
CCCN(CCC)CCCNC(=O)c1cc2c(=O)[nH]c3ccccc3c2n1C,-34,0,3,-40,2,-2,3,0,1
C=CCn1c(SCC(=O)C(C)(C)C)nnc1-c1cccs1,-2,-2,8,0,1,2,-2,2,-2

# Reprinted from the part before: two entries, then new ones.
SMILES,PREPL inhibitor,LYPLA1 counter,PAFAH1B3 FP inh,PAFAH2 inh,pPAFAH inh,PAD4 inh,GSTO1 inh,PAFAH1B2 FP inh,LYPLA2 counter
CCCN(CCC)CCCNC(=O)c1cc2c(=O)[nH]c3ccccc3c2n1C,-34,0,3,-40,2,-2,3,0,1
C=CCn1c(SCC(=O)C(C)(C)C)nnc1-c1cccs1,-2,-2,8,0,1,2,-2,2,-2
CSc1cccc(NS(=O)(=O)c2cccs2)c1,11,-1,-1,2,7,-3,0,-3,4
COc1ccc2c(C)cc(SCC(=O)Nc3cccnc3Cl)nc2c1,11,0,7,-15,-8,0,3,6,-3
CCN(CC)S(=O)(=O)c1ccc(O)c(C(=O)OCC(=O)Nc2cc(C)c(C)cc2[N+](=O)[O-])c1,-1,0,-1,24,5,-3,4,-1,5
CCc1cccc(C)c1NC(=O)CSc1nnc(-c2cc3cc(Br)ccc3o2)n1CC,39,-1,-1,-6,2,0,3,-2,-6
S=C(c1cn(Cc2ccc(Br)cc2)c2ccccc12)N1CCOCC1,50*,-4,5,-1,3,1,-3,9,1
CC(C)(C)OC(=O)N/N=C/c1cccn1-c1ccc([N+](=O)[O-])cc1,0,0,-2,-4,9,3,3,13,2
CC(C)(C)c1ccc(C(=O)OCc2c(-c3ccccc3)ncc3ccccc23)cc1,-2,·,-6,5,-1,-8,·,0,·
CCOC(=O)C1CCCN(c2c(Nc3ccc(C)c(C)c3)c(=O)c2=O)C1 (centres undefined),5,1,2,1,-2,0,0,-3,-5
Cc1ccc(NC(=O)c2ccc(S(=O)(=O)N3CCCCC3)cc2)nc1,0,-3,3,-4,-4,6,·,9,-2
COc1ccc(N2CC(C(=O)Nc3nnc(Cc4ccccc4)s3)CC2=O)cc1 (centres undefined),2,-1,0,0,0,-5,0,3,-2
Nc1ccn(Cc2ccccc2)n1,-7,0,5,1,-1,-6,-9,0,4
COc1ccccc1NC(=O)c1ccccc1NC(=O)c1cc(Cl)ccc1NC(=O)c1ccco1,10,-4,-10,-26,-8,-9,-1,-4,-6
CN(C)c1ccc(C(=O)Nc2nc3c(s2)CCCC3)cc1,14,4,4,1,12,4,-5,8,-5
O=C(CCn1c(=S)oc2ccccc21)NC1CCCCCCC1,0,3,5,2,6,-3,3,8,-2
COc1cc(NC(=O)CC(C)S(=O)(=O)c2ccc3c(c2)NC(=O)CO3)cc(OC)c1OC (centres undefined),9,4,1,11,1,4,8,-2,0
COc1ccc(C(C(=O)NC2CCCCC2)N(C(=O)Cc2c[nH]c3ccccc23)c2ccc(NC(C)=O)cc2)cc1OC (centres undefined),13,5,-1,-3,13,-1,-6,3,7
Cc1ccc(-n2c3nc(=O)[nH]c(=O)c-3cc3cc([N+](=O)[O-])ccc32)cc1C,-5,1,10,12,0,3,8,4,-1
Cc1ccc(NC(=O)C(C)N=C2NS(=O)(=O)c3ccccc32)cc1 (centres undefined),5,0,8,7,3,-3,0,1,9
CC[C@]12c3[nH]c4ccc(OC)cc4c3CCN1C(=O)C(CC(=O)NCc1ccco1)C[C@@H]2C(=O)N1CCN(C(=O)C2CC2)CC1 (some centres undefined),·,·,1,-9,1,-1,·,0,·
COc1ccc2oc(C(=O)OCC(=O)Nc3cc(S(=O)(=O)N4CCOCC4)ccc3OC)c(C)c2c1,1,3,4,9,1,-2,-1,0,3
COc1cc(/C=C/C(=O)O)ccc1OCc1ccc([N+](=O)[O-])cc1,-6,0,1,-4,4,-3,1,2,0
CC[n+]1c(C)sc2cc(C)ccc21,2,-2,0,5,2,14,2,0,-1
CCOc1ccccc1NC(=O)CN1CCC(NC(=O)c2ccccc2)CC1,5,0,4,6,-2,-1,11,0,8
CC1CCC(NC(=O)c2cccc(S(=O)(=O)NCc3ccccc3)c2)CC1 (centres undefined),-3,2,-6,2,4,2,-1,10,2
C=CCOc1cccc(C2NC(=O)c3ccccc3O2)c1 (centres undefined),-4,-2,11,3,5,-2,-2,3,1
OC(COc1ccc(Cl)cc1)CN1CCC(Cc2ccccc2)CC1 (centres undefined),1,6,6,9,3,-4,9,2,25
CCOC(=O)N1CCC(Nc2c([N+](=O)[O-])cc(C(=O)O)cc2[N+](=O)[O-])CC1,3,2,2,-5,12,2,0,-1,8
COc1ccc(CNC(=O)[C@@H](NC(=O)C2CCN(C(=O)[C@@H](N)CCSC)CC2)C(C)C)cc1,2,2,0,2,2,-1,-3,4,3
Cc1ccccc1CN1CCCC(C(=O)N2CCCCC2)C1 (centres undefined),3,-1,1,4,4,5,2,-3,4
N#Cc1cnc(Nc2ccc(F)cc2)nc1N,3,1,4,2,0,1,-5,3,1
COc1ccc(N2CCN(C(=O)c3cc4c(C)nc5ccccc5c4o3)CC2)cc1,-14,-2,6,2,-5,-10,-3,2,14
O=C(Cc1coc(-c2ccc(F)cc2)n1)NCc1ccccc1,2,1,3,-4,-3,-13,10,4,-2
CC1=NN(c2ccc(Cl)cc2)C(=O)/C1=C\c1cccn1-c1ccc(S(N)(=O)=O)cc1,18,-4,-3,2,8,5,10,0,-5
O=C(Nc1cccn(Cc2ccccc2)c1=O)NC1CCCCC1,3,0,11,-9,11,1,-3,-2,-6
C=CCNC(=O)CN(c1cc(Cl)ccc1OC)S(=O)(=O)c1ccc(C)c([N+](=O)[O-])c1,12,1,1,0,1,0,-6,-3,3
Cc1ccn(CCC(=O)NC2CC(C)(C)Cc3c2cnn3-c2ccccc2C)n1 (centres undefined),0,2,7,5,3,0,-8,2,1
COc1ccc(N2CCN(C(=O)CC(NC(N)=O)c3cccc(Oc4ccccc4)c3)CC2)cc1 (centres undefined),0,3,0,-6,12,2,2,5,10
CC(C)(C)Nc1scc(-c2ccccc2)[n+]1-c1ccccc1,14,0,1,1,3,1,-1,-3,10
Cc1ccc(N2CCCCn3c2nc2c3c(=O)[nH]c(=O)n2C)cc1,20,2,5,2,1,3,3,2,1
CC(=O)C12C3C4C(C5C1C3C5(Br)C41OCCO1)C21OCCO1 (centres undefined),-1,-1,6,4,6,-1,17,2,-6
Cc1ccsc1/C=C/C1=Cc2c(sc(NC(=O)CSc3n[nH]c(N)n3)c2C#N)C(C)(C)C1,-40,-29,-5,12,32*,-10,-14,0,-32
CCn1c(SCC(=O)Nc2ccc(NC(C)=O)cc2)nc2c([nH]c3ccccc32)c1=O,-2,-7,1,-8,-5,-6,3,-1,-8
O=C(Nc1nc2c(s1)CN(Cc1ccccc1)CC2)C1CCCC1,-3,0,2,-10,1,1,12,0,-3
COc1ccc(S(=O)(=O)N2c3ccccc3OCC2CC(=O)O)cc1 (centres undefined),7,-2,-3,-2,1,-4,5,1,-5
Cc1cccc(N=Nc2c(C)[nH]n(C(N)=S)c2=O)c1C,8,2,·,·,8,2,-46,·,7
COc1cccc(C2SCC(=O)N2c2ccc(C)cc2)c1OC (centres undefined),-11,1,8,3,3,-7,0,-3,3
NS(=O)(=O)c1ccc(CCNC(=O)c2cc(-c3ccccc3)nc3ccccc23)cc1,-5,-2,3,-5,-8,-3,-9,0,1
O=C(COC(=O)C(Cc1ccccc1)NC(=O)c1ccc(Cl)cc1)c1ccc(Cl)cc1 (centres undefined),5,-13,0,-10,0,2,12,2,-17
C#CCN(N(C)c1ncc(C(F)(F)F)cc1Cl)S(=O)(=O)c1ccc2ccccc2c1,-3,-2,-13,-4,1,3,-3,3,-5
CN(C)c1ccc(C2SCCN2C(=O)c2ccc([N+](=O)[O-])cc2)cc1 (centres undefined),2,-5,-4,-2,2,-2,1,-4,-6
CCCCc1ccc(S(=O)(=O)NC2CCS(=O)(=O)C2)cc1 (centres undefined),-4,1,10,9,1,1,10,5,8
CCSc1nnc(Cn2c(=O)sc3ccccc32)n1-c1ccccc1C,9,1,16,-10,0,-5,4,7,-1
CCn1c2ccccc2c2cc(NC(=O)c3ccc(=O)oc3)ccc21,71*,-2,·,·,33*,-6,8,·,-4
Cc1cccnc1Nc1nc(-c2ccc(O)cc2)cs1,15,-4,13,6,5,-6,11,3,-5
COCCNC(=S)N(CCc1c(C)[nH]c2ccc(OC)cc12)Cc1cccnc1,12,2,4,0,1,-3,7,2,8
CCOc1ccc(N2Nc3n[nH]c(N)c3N2)cc1,12,0,6,-5,5,-10,3,2,1
